# Screening data: PubChem, several laboratories
# BCLXL inh: blocks human Bcl-xL binding to Bim BH3 peptide; Q07817; GST-Bcl-xL / FITC-Bim BH3 peptide fluorescence polarization; inhibition, % at 10.9 µM; 320,000 compounds, 0.7% hits; AID 2129;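 active = inhibition above the mean of all tested compounds plus 3 SD, cutoff set per campaign, cut at about 30% in these data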;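 also: 0% = DMSO wells and 100% = unlabeled Bim-BH3 peptide competitor; inhibitors lower millipolarization by displacing the labeled peptide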
# GLD-1 TGE inh: GLD-1-TGE RNA interaction inhibition (C. elegans); 320,000 compounds, 0.44% hits; purified GLD-1 + fluorescein TGE RNA, fluorescence polarization; inhibition, % at 5.96 µM; AID 2280;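 active = percent inhibition above a per-plate cutoff, the plate mean of test compounds plus 3 SD, cut at about 30% in these data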;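 also: 0% = DMSO wells with GLD-1 and probe and 100% = wells lacking GLD-1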
# Target sequence (Q17339 whole entry, looked up): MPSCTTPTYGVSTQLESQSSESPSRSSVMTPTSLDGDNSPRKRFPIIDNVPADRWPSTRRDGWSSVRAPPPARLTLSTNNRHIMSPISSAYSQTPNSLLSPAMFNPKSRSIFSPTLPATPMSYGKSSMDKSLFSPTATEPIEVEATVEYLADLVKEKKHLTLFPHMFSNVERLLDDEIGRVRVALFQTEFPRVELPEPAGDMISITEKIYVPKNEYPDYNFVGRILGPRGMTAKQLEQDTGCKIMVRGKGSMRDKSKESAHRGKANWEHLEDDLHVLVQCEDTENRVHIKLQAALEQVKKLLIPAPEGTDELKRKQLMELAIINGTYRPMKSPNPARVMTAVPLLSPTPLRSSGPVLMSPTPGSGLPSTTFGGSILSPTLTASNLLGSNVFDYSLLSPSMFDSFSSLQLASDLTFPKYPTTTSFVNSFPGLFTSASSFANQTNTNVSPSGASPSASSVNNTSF
# MEX-5 binding: C. elegans MEX-5 TCR-2 RNA binding activity | activity score (negative = inhibition of binding), % at 10 µM | 300,000 compounds, 0.38% hits | MEX-5/FITC-TCR2 RNA binding, fluorescence polarization; hits give low values | Q9XUB2 | AID 1832;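 active = inhibition past about -25% in most replicates, and total fluorescence under double the plate's negative control median, limit read from the data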;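 also: 0% = DMSO and -100% = 5 µM competing unlabeled TCR2 RNA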
# CIT2 TOR yeast: modulators of TOR pathway CIT2-GFP in S. cerevisiae. S. cerevisiae CIT2-GFP strain, flow cytometry, 3 h; 100 means same as DMSO wells. GFP response vs DMSO, % at 10 µM. 320,000 compounds, 0.065% hits. AID 2029;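 active = GFP response relative to DMSO above a set limit, near the screen mean plus 3 SD, cut at about 150% in these data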;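 also: ratio of well median GFP fluorescence to mean of DMSO wells on the plate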
# MCL1 BIM primary: inhibitors of human MCL1 binding to BIM-BH3 peptide; GST-MCL1 / FITC-Bim-BH3 fluorescence polarization; inhibition, % at 10.9 µM; 320,000 compounds, 0.68% hits; AID 2057;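 active = inhibition above the mean inhibition of all tested compounds plus 3 SD, set per campaign, cut at about 40% in these data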;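 also: 0% = DMSO wells and 100% = unlabeled Bim-BH3 peptide control; higher means more loss of mP so more displacement of Bim peptide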
# Target sequence (Q07820 whole entry, looked up): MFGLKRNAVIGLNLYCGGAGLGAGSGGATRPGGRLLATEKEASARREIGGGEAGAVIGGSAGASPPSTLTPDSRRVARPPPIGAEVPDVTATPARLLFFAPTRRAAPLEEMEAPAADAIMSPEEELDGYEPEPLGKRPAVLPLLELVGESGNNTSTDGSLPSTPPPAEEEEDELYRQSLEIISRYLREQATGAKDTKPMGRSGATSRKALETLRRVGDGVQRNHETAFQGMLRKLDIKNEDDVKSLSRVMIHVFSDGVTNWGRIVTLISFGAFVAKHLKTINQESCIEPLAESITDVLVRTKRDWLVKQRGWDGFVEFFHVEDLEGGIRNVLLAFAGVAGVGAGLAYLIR
# Yeast superoxide: yeast age-related superoxide inhibition as caloric restriction mimetic. S. cerevisiae aged cells, superoxide DHE fluorescence; hits give low values. superoxide response (% of plate mean), % at 10 µM. 330,000 compounds, 0.18% hits;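 active = superoxide response under a set limit, about three screen SD below normal, cut at about 65% in these data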;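 also: yeast aged for seven days with compound at 30 °C before DHE staining; 100% = average MFI of all compound-treated wells on the plate with controls excluded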
# VLA-4 inh: inhibition in a human VLA-4 binding assay | P13612 | VLA-4 expressing cells, ligand binding flow cytometry | inhibition, % (about 7 µM as worked out from the volumes in the protocol) | 330,000 compounds, 0.2% hits | AID 2557; in the data active = inhibition above about 50%
# AGP1-GFP MLPCN: modulators of TOR pathway AGP1-GFP in S. cerevisiae; S. cerevisiae AGP1-GFP multiplex flow cytometry, 3 h; GFP as percent of DMSO wells; GFP response vs DMSO, % at 10 µM; 320,000 compounds, 0.02% hits; AID 2066;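 active = GFP response relative to DMSO above a set limit, near screen average plus 3 SD, cut at about 150% in these data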;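 also: median GFP channel fluorescence of the gated AGP1 strain per well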
# GRK2 aptamer HTS: blocks RNA aptamer binding to human GRK2; P25098; bead flow cytometry, FAM-aptamer displacement from GRK2; inhibition of aptamer binding, % at 10 µM; 330,000 compounds, 0.59% hits; AID 488847;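 active = inhibition of aptamer binding above 40%, roughly 3 SD of noise, on plates passing a quality check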;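 also: median bead fluorescence of bound FAM aptamer so fluorescent compounds give negative values; no value below 0 was filed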
# * marks the source's active call; other numbers are inactive results; nt = no result given. Compounds were not picked by outcome. About 2.1% of those tested had a hit in this group.
[1] CC(C)[C@H](NS(=O)(=O)c1ccccc1)C(=O)Nc1nccs1
[2] Cc1c(NC(=O)COc2cccc(Br)c2)c(=O)n(-c2ccccc2)n1C
[3] O=C(c1ccc(Cl)cc1)N1CCN(c2ccc(F)cc2)CC1
[4] NS(=O)(=O)c1ccc(CCNc2ncnc3sccc23)cc1
[5] CC1CCCC(C)N1c1nnc(NC(=O)Cn2c(=O)oc3ccccc32)s1 (centres undefined)
[6] OC(CN1CCCCC1)Cn1c2ccccc2c2ccccc21 (centres undefined)
assay / entry,1,2,3,4,5,6
BCLXL inh,nt,0,9,-1,5,-11
GLD-1 TGE inh,0,-3,3,1,2,1
MEX-5 binding,nt,2.8,1.4,3.3,2.5,0.0
CIT2 TOR yeast,97,100,86,100,106,97
MCL1 BIM primary,nt,2,5,-16,5,-12
Yeast superoxide,85,86,71,89,95,46*
VLA-4 inh,0,-6,2,-15,-17,14
AGP1-GFP MLPCN,102,96,107,110,102,104
GRK2 aptamer HTS,0,0,3,1,3,0

[7] CCc1nc(OCCN(CC)CC)c2oc3ccccc3c2n1
[8] Cc1ccc(NC(=O)C2CCCN2C(=O)NC2CCCCC2)cc1F (centres undefined)
[9] CC1(C)CC[C@]2(C(=O)O)[C@H](O)C[C@]3(C)C(=CCC4[C@@]5(C)C[C@H](O)[C@H](O)[C@@](C)(CO)C5CC[C@]43C)[C@@H]2C1 (some centres undefined)
[10] CC(C)C(=O)Nc1ccc(C(=O)CN2C(=O)NC3(CCOc4ccccc43)C2=O)cc1 (centres undefined)
[11] COc1ccc(-c2csc(NC(CO)c3nc4ccccc4n3CCCO)n2)cc1 (centres undefined)
[12] CC(C)CCN1CCN=C1N(C)C
assay / entry,7,8,9,10,11,12
BCLXL inh,-3,5,2,-5,2,3
GLD-1 TGE inh,-7,-2,5,-1,9,-2
MEX-5 binding,-1.7,1.3,-1.6,nt,1.9,nt
CIT2 TOR yeast,102,104,100,99,102,91
MCL1 BIM primary,-8,6,5,-3,5,-3
Yeast superoxide,86,83,105,102,95,107
VLA-4 inh,8,-2,-12,36,1,27
AGP1-GFP MLPCN,99,97,100,101,105,94
GRK2 aptamer HTS,0,15,13,5,0,0

[13] NNc1ccc2nnc(C(F)(F)C(F)(F)C(F)(F)F)n2n1
[14] O=C(COC(=O)c1cc(Br)ccc1O)NNC(=O)c1ccc(Cl)cc1
[15] O=C(CNC(=O)c1cccs1)OCC(=O)c1cccs1
[16] CCOC(=O)C1CCCN(C(=O)c2cc3cc(F)ccc3[nH]2)C1 (centres undefined)
[17] Cc1ccc(CN(C(=O)c2ccc(Cl)c([N+](=O)[O-])c2)C2CCS(=O)(=O)C2)o1 (centres undefined)
[18] COc1cc(N)c(C(=O)c2nccc3cc(OC)c(OC)cc23)cc1OC
assay / entry,13,14,15,16,17,18
BCLXL inh,3,-7,1,3,-2,6
GLD-1 TGE inh,2,1,2,1,7,1
MEX-5 binding,0.8,-1.5,1.5,-0.3,0.9,-1.6
CIT2 TOR yeast,98,94,96,96,104,103
MCL1 BIM primary,-2,-15,-3,1,-5,2
Yeast superoxide,109,102,99,91,127,92
VLA-4 inh,9,-1,-1,7,2,0
AGP1-GFP MLPCN,95,112,104,84,102,99
GRK2 aptamer HTS,80*,0,2,1,0,2

[19] Cc1ccc(C(=O)COC(=O)c2cc(Cl)nc3ccccc23)cc1C
[20] O=C1Cn2c(nc3ccccc32)N1c1cccc(C(F)(F)F)c1
[21] CCSc1ccc(-c2nn(-c3ccccc3)cc2/C=C(/C#N)C(=O)NC)cc1
[22] COc1cc(/C=C/C(=O)O)ccc1OS(=O)(=O)c1c(C)c(C)cc(C)c1C
[23] O=C(Cc1cccs1)NCCc1csc(-c2ccccc2)n1
[24] COc1ccc(CNC(=O)CCNS(=O)(=O)c2ccc3c(c2)oc(=O)n3C)cc1
assay / entry,19,20,21,22,23,24
BCLXL inh,7,8,0,9,-1,2
GLD-1 TGE inh,3,-1,-1,4,-4,6
MEX-5 binding,0.1,-2.3,nt,nt,2.4,-1.5
CIT2 TOR yeast,nt,96,82,96,95,99
MCL1 BIM primary,7,8,-3,3,9,5
Yeast superoxide,102,107,133,104,88,91
VLA-4 inh,-12,8,13,8,8,5
AGP1-GFP MLPCN,87,99,68,95,113,97
GRK2 aptamer HTS,0,4,0,0,4,0

[25] O=[N+]([O-])c1ccc(Oc2cccc3cccnc23)c([N+](=O)[O-])c1
[26] O=C(CN1C(=O)NC2(CCCCCCC2)C1=O)NCc1ccc2c(c1)OCO2
[27] COc1ccc(S(=O)(=O)NCCOc2ccc(Cl)cc2)cc1
[28] C/C=C/c1ccc(OCC(=O)O)c(OC)c1
[29] CCCc1cc(=O)[nH]c(SCC(=O)N(Cc2ccccc2)C(C)C)n1
[30] OCCNc1c2ccccc2nc2c(F)c(F)c(F)c(F)c12
assay / entry,25,26,27,28,29,30
BCLXL inh,0,1,4,-2,1,30*
GLD-1 TGE inh,-3,4,-2,3,1,16
MEX-5 binding,0.4,1.8,nt,1.7,1.9,-4.0
CIT2 TOR yeast,97,103,90,112,100,88
MCL1 BIM primary,-7,-6,3,0,-2,32
Yeast superoxide,107,98,87,116,108,96
VLA-4 inh,-78,-2,2,5,0,-186
AGP1-GFP MLPCN,100,104,99,113,105,86
GRK2 aptamer HTS,0,4,0,1,2,0

[31] CCN(CC(=O)NC(C)C)C(=O)C(CCSC)NC(=O)c1ccccc1OC (centres undefined)
[32] O=C(CCc1ccccc1)Nc1ccnn1C1CCN(C/C=C/c2ccccc2)CC1
[33] CC(C)Cn1c(=O)c2sccc2n2c(CCCC(=O)NC3CCN(Cc4ccccc4)CC3)nnc12
[34] Cc1ccc(N2CC(NC(=O)C(=O)c3c(C)[nH]c4ccccc34)CC2=O)cc1C (centres undefined)
[35] CCOC(=O)Nc1nnc(CCc2ccccc2)s1
[36] C=Cn1cc[n+](CC(=O)c2ccc(OC)c(OC)c2)c1
assay / entry,31,32,33,34,35,36
BCLXL inh,7,6,5,2,4,0
GLD-1 TGE inh,3,7,4,-3,3,1
MEX-5 binding,3.7,-0.2,-0.2,3.5,-1.2,-0.7
CIT2 TOR yeast,116,95,97,113,94,110
MCL1 BIM primary,-4,5,1,1,3,3
Yeast superoxide,87,102,93,95,96,107
VLA-4 inh,0,1,-6,-2,4,-5
AGP1-GFP MLPCN,109,101,94,101,92,106
GRK2 aptamer HTS,0,0,0,3,0,0

[37] O=C(Nc1ccccc1Cl)Nc1cccnc1Cl
[38] COc1cc2cc(-c3ccc(OC)c(OC)c3C)nc(N)c2cc1OC
[39] COc1ccc(NS(=O)(=O)c2ccc(-c3n[nH]c(=S)n3Cc3ccccc3)cc2)cc1
[40] COc1cccc(CNC(=O)C2CCC(=O)N(CC3CCCCC3)C2)c1OC (centres undefined)
[41] O=C1C[C@@H](c2ccc(O[C@@H]3O[C@H](CO)[C@@H](O)[C@H](O)[C@H]3O)cc2)Oc2cc(O)ccc21
[42] O=C(CSc1nnc(C2COc3ccccc3O2)o1)NC1CCCCC1 (centres undefined)
assay / entry,37,38,39,40,41,42
BCLXL inh,4,5,-18,nt,5,5
GLD-1 TGE inh,-6,3,7,nt,-7,3
MEX-5 binding,-0.8,1.2,-2.9,-1.4,2.2,1.1
CIT2 TOR yeast,100,93,105,97,nt,101
MCL1 BIM primary,-1,2,-20,nt,4,4
Yeast superoxide,105,98,86,83,nt,90
VLA-4 inh,22,35,-4,19,nt,0
AGP1-GFP MLPCN,86,101,102,94,nt,98
GRK2 aptamer HTS,0,0,1,1,nt,3

# A draw from above in order of heavy-atom count, lowest first.
[35] CCOC(=O)Nc1nnc(CCc2ccccc2)s1
[1] CC(C)[C@H](NS(=O)(=O)c1ccccc1)C(=O)Nc1nccs1
[20] O=C1Cn2c(nc3ccccc32)N1c1cccc(C(F)(F)F)c1
[8] Cc1ccc(NC(=O)C2CCCN2C(=O)NC2CCCCC2)cc1F (centres undefined)
[17] Cc1ccc(CN(C(=O)c2ccc(Cl)c([N+](=O)[O-])c2)C2CCS(=O)(=O)C2)o1 (centres undefined)
[26] O=C(CN1C(=O)NC2(CCCCCCC2)C1=O)NCc1ccc2c(c1)OCO2
[32] O=C(CCc1ccccc1)Nc1ccnn1C1CCN(C/C=C/c2ccccc2)CC1
assay / entry,35,1,20,8,17,26,32
BCLXL inh,4,nt,8,5,-2,1,6
GLD-1 TGE inh,3,0,-1,-2,7,4,7
MEX-5 binding,-1.2,nt,-2.3,1.3,0.9,1.8,-0.2
CIT2 TOR yeast,94,97,96,104,104,103,95
MCL1 BIM primary,3,nt,8,6,-5,-6,5
Yeast superoxide,96,85,107,83,127,98,102
VLA-4 inh,4,0,8,-2,2,-2,1
AGP1-GFP MLPCN,92,102,99,97,102,104,101
GRK2 aptamer HTS,0,0,4,15,0,4,0

# (more compounds)
[43] CC(=O)N(C)c1ccc(NC(=S)NC(=O)/C=C/c2ccco2)cc1
[44] COc1ccc(C)cc1NC(=O)c1nnn(CCc2ccccc2)c1N
[45] c1ccc(-c2cn(C[C@H]3CC[C@@H]([C@@H]4CC[C@H](Cn5cc(-c6ccccn6)nn5)O4)O3)nn2)nc1
[46] O=C(O)c1ccc(S(=O)(=O)N(Cc2cccs2)CC2CCCO2)cc1 (centres undefined)
[47] COc1ccc(NC(=O)N(C)C[C@H]2Oc3ccc(NC(=O)NC4CCCCC4)cc3C(=O)N([C@H](C)CO)C[C@@H]2C)cc1
[48] Cc1ccc(C(=O)Nc2nc(=O)n(C(=O)C3CC3)s2)cc1
[49] CSc1nc(Sc2ccccc2Cl)c2ccccc2n1
assay / entry,43,44,45,46,47,48,49
BCLXL inh,10,3,5,-6,nt,6,4
GLD-1 TGE inh,10,5,2,-21,5,7,7
MEX-5 binding,0.8,-1.6,-3.5,0.1,nt,0.0,1.4
CIT2 TOR yeast,98,101,93,89,86,100,101
MCL1 BIM primary,8,-5,7,-16,nt,3,4
Yeast superoxide,92,102,94,106,86,132,101
VLA-4 inh,-6,-18,1,7,9,0,-2
AGP1-GFP MLPCN,100,98,91,97,91,106,102
GRK2 aptamer HTS,0,1,2,2,2,0,0

# Shown as a hit in BCLXL inh (from the list above):
entry	canonical_smiles	BCLXL inh	GLD-1 TGE inh	MEX-5 binding	CIT2 TOR yeast	MCL1 BIM primary	VLA-4 inh	AGP1-GFP MLPCN	GRK2 aptamer HTS
30	OCCNc1c2ccccc2nc2c(F)c(F)c(F)c(F)c12	30*	16	-4.0	88	32	-186	86	0
